STK33 inh: inhibitors of human STK33 kinase. Q9BYT3. AID 2661. purified STK33, MBP phosphorylation, ADP-Glo luminescence. 320,000 tested, 0.073% active. inhibition, % at 10 µM;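 active = inhibition at or above 25%, using the most active replicate where run in duplicate; inactive = inhibition below 25%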
Target sequence (Q9BYT3 whole entry, looked up): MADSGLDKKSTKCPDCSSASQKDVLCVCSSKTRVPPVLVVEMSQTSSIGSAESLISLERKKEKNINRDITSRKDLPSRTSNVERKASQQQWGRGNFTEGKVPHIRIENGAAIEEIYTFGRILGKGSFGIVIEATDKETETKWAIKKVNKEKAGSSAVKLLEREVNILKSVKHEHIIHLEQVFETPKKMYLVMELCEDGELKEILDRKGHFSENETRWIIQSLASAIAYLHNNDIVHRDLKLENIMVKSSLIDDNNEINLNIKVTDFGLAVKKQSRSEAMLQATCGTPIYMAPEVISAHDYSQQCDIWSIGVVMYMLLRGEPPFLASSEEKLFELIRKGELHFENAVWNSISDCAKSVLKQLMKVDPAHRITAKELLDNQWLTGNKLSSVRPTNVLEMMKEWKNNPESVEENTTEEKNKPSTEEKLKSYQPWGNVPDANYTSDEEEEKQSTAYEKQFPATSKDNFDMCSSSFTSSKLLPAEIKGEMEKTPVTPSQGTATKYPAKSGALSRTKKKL
Kir21 inh: inhibitors of mouse Kir2.1 inward-rectifier potassium channel; P35561; HEK293-Kir2.1, FluxOR thallium flux fluorescence; stronger effect = lower value; B-score at 10 µM; 310,000 tested, 0.85% active; AID 1672;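 active = fluorescence ratio B-score at or below minus 3 SD of library scores, with starting-brightness B-score within 2 SD, cut at about -4.2 in these data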;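 note: channel flux triggered by added potassium and thallium sulfate stimulus; B-score of peak minus minimum fluorescence over baseline after thallium stimulus; more negative B-score means stronger Kir2.1 block with less thallium influx; some compounds called inactive have numbers as strong as hits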
Target sequence (P35561 whole entry, looked up): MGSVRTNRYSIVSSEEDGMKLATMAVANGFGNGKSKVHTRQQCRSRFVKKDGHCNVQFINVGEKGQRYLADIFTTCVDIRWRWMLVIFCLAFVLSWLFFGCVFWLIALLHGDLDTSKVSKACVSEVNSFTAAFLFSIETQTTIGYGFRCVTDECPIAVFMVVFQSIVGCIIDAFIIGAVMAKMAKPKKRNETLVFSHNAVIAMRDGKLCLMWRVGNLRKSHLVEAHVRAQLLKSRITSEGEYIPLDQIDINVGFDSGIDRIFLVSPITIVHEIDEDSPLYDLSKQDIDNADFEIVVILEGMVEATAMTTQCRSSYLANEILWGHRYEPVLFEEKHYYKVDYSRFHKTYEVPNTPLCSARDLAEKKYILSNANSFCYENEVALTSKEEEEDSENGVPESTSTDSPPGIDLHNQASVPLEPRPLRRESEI
Starred values were filed as active, the others as inactive; · = no result given.

SMILES	STK33 inh	Kir21 inh
Cc1ccc(NC(=O)NCC2CCN(Cc3cccc(Cl)c3)CC2)cc1Cl	1.5	-0.76
COc1ccc(NC(=O)CC2Oc3ccccc3NC2=O)cc1 (stereo not given)	0.4	-0.02
COc1ccc(OC)c(Nc2nc(NCCO)c3ccccc3n2)c1	-2.2	-1.2
O=C(NCc1ccco1)C1CC(c2ccccc2C(F)(F)F)=NO1 (stereo not given)	-1.0	-0.07
Cc1ccc(C(C)(C)C)cc1S(=O)(=O)Nc1ncnc2sccc12	0.0	·
CC(=O)c1ccccc1OC(=O)c1ccco1	-3.0	-0.31
COCCNC(=O)CSc1nc2nn(-c3ccccc3)c(=O)c-2c2n1CCCCC2	-2.2	2.6
CC(=O)Nc1ccc2c(c1)NC(=O)CC2	-0.4	0.09
CC(=O)N1CCN(C(=O)c2ccc(Cl)c(S(=O)(=O)N3CCCCCC3)c2)CC1	-1.2	·
COc1cc2c(cc1OC)-c1nnc(C)n1C1(CCCC1)C2	-0.5	-1.4
COc1ccc(Cn2c(O)c(C=Nc3ccccc3)c3ccccc3c2=O)cc1	-1.8	1.1
Cc1ccc(S(=O)(=O)N2CCN(C(=O)c3ccccc3OCc3c(C)noc3C)CC2)cc1C	0.1	0
CC(OC(=O)C1CCN(c2ccc(C(F)(F)F)cn2)CC1)C(=O)Nc1ccc(S(N)(=O)=O)cc1 (stereo not given)	0.2	-0.9
O=C1C2CCCCN2C(=O)N1CCN1CCN(c2ccc([N+](=O)[O-])cc2)CC1 (stereo not given)	-0.2	-1.2
Nc1ccccc1SCc1cn2cccnc2n1	0.1	1
CCOc1ncccc1C(=O)OCC(=O)c1ccc(OC)c(OC)c1	-0.5	-2.1
CC(=O)c1ccc(-c2ccc(C(=O)Nc3nc(-c4ccccn4)cs3)o2)cc1	0.5	·
COCCn1c(=N)c(S(=O)(=O)c2ccc(F)cc2)cc2c(=O)n3cccc(C)c3nc21	-0.9	-0.27
O=C(C1CCCO1)N(c1ccc(F)cc1)C1C=CS(=O)(=O)C1 (stereo not given)	-0.4	-0.02
Cc1ccc(C(=O)Nc2ccccc2N2CCN(C(=O)C(C)C)CC2)cc1	-3.1	0.31
COCCN1Cc2cccc(C(=O)N3CCN(c4cc(C)ccc4C)CC3)c2C1=O	-0.7	-2.2
COCC(C)N=Cc1c(O)[nH]c2ccccc12 (stereo not given)	-0.2	0.79
CCOc1ccc(NC(=O)CSc2nnc(NC(=O)C3CC3)s2)cc1	-3.2	-0.02
CC(=O)N1CCc2cc(S(=O)(=O)CCC(=O)NCCc3ccccc3)ccc21	0.0	1.3
O=C(CN1C(=O)NC2(CCCC2)C1=O)Nc1nc2ccccc2[nH]1	-1.0	-2.6
COc1ccc(-c2cc(C(F)(F)F)n3nc(C(=O)N(C)Cc4ccccc4)cc3n2)cc1OC	0.8	0.67
Cc1nn(C)c(C)c1S(=O)(=O)NC1CCCc2ccccc21 (stereo not given)	-0.3	-0.32
CCSc1ncccc1C(=O)N[C@@H](CCSC)C(=O)OC	-2.2	-0.57
CC1(C)Cc2ccccc2C(NNC(=O)c2ccncc2)=N1	-0.1	-0.35
O=C(OCC#CCSc1nnc(-c2ccccc2)o1)c1cccs1	·	-0.64
COc1ccc(-c2nc3ccc(C)cn3c2NCc2ccccc2)cc1SC1CCCCC1	-2.1	0.05
CS(=O)(=O)Nc1ccccc1C(=O)Nc1ccccc1C(=O)N1CCCC1	-1.4	1.6
Cc1cccc(C)c1NC(=O)COC(=O)c1cc(-c2cccnc2)nc2ccccc12	-0.6	0.73
CCc1ccc2[nH]c(=O)c(CN(Cc3ccccc3)C(=O)Nc3ccccc3OC)cc2c1	-2.1	-0.01
O=[N+]([O-])c1ccccc1NCc1ccc(Cl)cc1	-0.3	-0.09
Cc1cc(C)n2nc(C(=O)OCC(=O)c3cc(C)n(CC4CCCO4)c3C)nc2n1 (stereo not given)	0.1	-0.2
CCC(NC(=O)c1cccc(Cn2cc([N+](=O)[O-])cn2)c1)c1ccc(C(C)C)cc1 (stereo not given)	1.0	-2.1
Cc1cccc(OCCC(=O)Nc2ccc(F)c(Cl)c2)c1	-0.8	-0.58
Oc1ccccc1C1=NCCNC(C(F)(F)C(F)F)=C1	1.4	-0.05
Cc1ccc(S(=O)(=O)N(CC(=O)Nc2cccnc2)c2ccccc2C)cc1	-0.2	-0.24
O=C(O)c1ccc(N=NN2CCCCCC2)cc1	4.4	0.01
COc1ccc(C(=O)Nc2nnc(SCC(=O)NCC3CCCO3)s2)cc1OC (stereo not given)	0.7	-0.05
COC(=O)C(CCCCN1C(=O)C2C3C=CC(C3)C2C1=O)N1C(=O)C2C3C=CC(C3)C2C1=O (stereo not given)	-2.6	0.26
N#CCCN1CCN(Cc2ccccc2)CCC1=O	-0.9	0.71
Cn1c(SCC(=O)c2ccccc2)nnc1-c1cccc(N)c1	-1.6	0.31
COc1cc(OC)cc(C(=O)OCC(=O)Nc2cccc(S(=O)(=O)NC3=NCCCCC3)c2)c1	-1.2	·
CCC(C)(C)NC(=O)c1cccc(NC(=O)C(C)C)c1	0.8	-1.4
Cn1c(-c2c(N)n(CCc3ccccc3)c3nc4ccccc4nc23)nc2ccccc21	-0.2	0.07
COc1ccc(N(C(=O)CNC(=O)c2ccco2)C(C(=O)NCC2CCCO2)c2ccccc2)cc1Cl (stereo not given)	-2.6	-0.98
C=CCn1c(COc2cccc3ccc(C)nc23)nnc1SCC(=O)OC	-2.5	0.5
CC1CCC2(CC1)NC(=O)N(CC(=O)N1CCN(C(=O)c3ccco3)CC1)C2=O (stereo not given)	-0.9	·
O=C(O)CC(c1cccc(Cl)c1)n1cccc1 (stereo not given)	0.4	0.77
CCOC(=O)c1sc(N)c(C(=O)Nc2ccccc2)c1C	-2.1	1.3
Cc1cc2cc(CNC(=O)c3ccc(S(=O)(=O)N4CCCCC4)cc3)ccc2n1C	-1.4	-0.4
CC(Oc1ccc(Cl)cc1Cl)C(=O)Nc1ccc(OCC(=O)O)cc1 (stereo not given)	·	-1.3
CCc1ccc2c(c1)C(c1ccc([N+](=O)[O-])cc1)=NNC(c1ccc(C)cc1)=N2	-1.1	-0.58
Cc1nn(CC(O)CN2c3ccccc3Sc3ccccc32)c(C)c1Br (stereo not given)	-0.4	0.62
O=C(c1cccc2nccnc12)N1CCCC(Nc2ccc(F)c(F)c2)C1 (stereo not given)	-1.6	2.4
COc1ccc(-n2c(-c3ccccc3)cc3c2CCCC3=O)cc1	3.6	-0.21
Cc1ccc2cc(/C=C3\N=C(c4ccccc4)OC3=O)c(N3CCOCC3)nc2c1	-1.0	-0.85

New compounds follow
SMILES	STK33 inh	Kir21 inh
Cc1ccccc1C(=O)N[C@H](C(=O)OCC(=O)c1ccc[nH]1)C(C)C	-0.1	0.18
COc1ccc(S(=O)(=O)N2CCCC2C(=O)Nc2ccc(C)cc2)cc1 (stereo not given)	0.4	0.38
COc1ccc(-c2ccc(SCC(=O)c3cccs3)nn2)cc1	-2.0	-0.02
C=CCN(c1ccccc1)S(=O)(=O)c1cccc(C(=O)NC2CCC(O)CC2)c1 (stereo not given)	-2.6	0.43
CCCCn1c(NCc2ccccc2NS(=O)(=O)c2ccc(C)cc2)nc2ccccc21	-2.7	-3.1
Cc1cccc(-n2cnc(C(=O)NC3CCCCCC3)c2)n1	4.2	-0.41
CSc1nc(O)c(Cc2ccccc2)c(=O)[nH]1	0.3	0.72
O=C(Nc1ncccc1O)c1ccc(Cl)c(S(=O)(=O)N2CCCCC2)c1	-1.8	-1.6
CN(C)/C=N/c1ncc(C(=O)c2ccccc2)s1	-0.3	2.2
CCOC(=O)C1=C(C)OC(N)=C(C(=O)OCC)C1c1cccnc1 (stereo not given)	0.0	0.02
COc1ccc(OCCC(=O)Nc2nccs2)cc1	-0.5	-0.14
NS(=O)(=O)c1cc(C(=O)OC2CCOC2=O)ccc1Cl (stereo not given)	-1.6	-0.7

An excerpt of these results, in CSV form:
smiles,STK33 inh,Kir21 inh
CC(Oc1ccc(Cl)cc1Cl)C(=O)Nc1ccc(OCC(=O)O)cc1 (stereo not given),·,-1.3
CCc1ccc2c(c1)C(c1ccc([N+](=O)[O-])cc1)=NNC(c1ccc(C)cc1)=N2,-1.1,-0.58
Cc1nn(CC(O)CN2c3ccccc3Sc3ccccc32)c(C)c1Br (stereo not given),-0.4,0.62
O=C(c1cccc2nccnc12)N1CCCC(Nc2ccc(F)c(F)c2)C1 (stereo not given),-1.6,2.4
COc1ccc(-n2c(-c3ccccc3)cc3c2CCCC3=O)cc1,3.6,-0.21
Cc1ccc2cc(/C=C3\N=C(c4ccccc4)OC3=O)c(N3CCOCC3)nc2c1,-1.0,-0.85
Cc1ccccc1C(=O)N[C@H](C(=O)OCC(=O)c1ccc[nH]1)C(C)C,-0.1,0.18
COc1ccc(S(=O)(=O)N2CCCC2C(=O)Nc2ccc(C)cc2)cc1 (stereo not given),0.4,0.38
COc1ccc(-c2ccc(SCC(=O)c3cccs3)nn2)cc1,-2.0,-0.02
C=CCN(c1ccccc1)S(=O)(=O)c1cccc(C(=O)NC2CCC(O)CC2)c1 (stereo not given),-2.6,0.43
CCCCn1c(NCc2ccccc2NS(=O)(=O)c2ccc(C)cc2)nc2ccccc21,-2.7,-3.1
Cc1cccc(-n2cnc(C(=O)NC3CCCCCC3)c2)n1,4.2,-0.41
CSc1nc(O)c(Cc2ccccc2)c(=O)[nH]1,0.3,0.72
O=C(Nc1ncccc1O)c1ccc(Cl)c(S(=O)(=O)N2CCCCC2)c1,-1.8,-1.6
CN(C)/C=N/c1ncc(C(=O)c2ccccc2)s1,-0.3,2.2

Further compounds.
SMILES	STK33 inh	Kir21 inh
O=C(c1cccnc1)N1N=C(c2cccs2)CC1c1ccc(F)cc1 (stereo not given)	-0.9	0.47
Cn1c(SCc2ccccc2)nc(N)c(N=O)c1=O	0.4	-1.3
CC(=O)Nc1cccc(-c2cn3ccccc3n2)c1	-0.9	0.26
O=C(c1ccco1)n1nc(-c2ccc(Cl)cc2)nc1NCc1ccco1	0.8	0.03
O=C1OCCN1/N=C/c1ccc([N+](=O)[O-])o1	-1.6	-1.3
CCn1cc(C(=O)Nc2ccc(NC(=O)c3ccco3)cc2)c(=O)c2ccc(C)nc21	-0.4	1.4
CCCCc1ccc(/C(C)=N/NC(=O)C2CCCC2)cc1	0.3	1.1
S=C(CN1CCCC1=S)NCCc1ccccc1	-7.6	-0.02
CSC1=NCCN1C(=O)c1c(F)cccc1F	-0.6	0.08
CCOc1cccc(SCc2noc(C(=O)NC(C)C)c2C(=O)O)c1	-0.4	-1.7
CN1CCN(Cc2nc3c(c(=O)[nH]c(=O)n3C)n2CCc2ccccc2)CC1	-0.5	-0.57
NC(=O)c1ccccc1N=Cc1ccc2ccccc2c1	-1.3	-0.97
CCOC(=O)C1CCN(C2=NC(=O)/C(=C/c3ccc(OC)c(OC)c3)S2)CC1	-0.6	0.01
COc1cccc(NC(=O)CSc2nnc3cc(C)nc(N)n23)c1	-1.9	0.21
O=C(NN=C1CCN(Cc2ccccc2)CC1)c1cc(Br)ccc1O	-0.1	0.9
Cc1ccccc1/C(N)=N/OC(=O)c1cccs1	·	0.02
O=C(CSc1ccc(F)cc1)NCCc1ccc(Cl)cc1	-0.9	-0.77
Cn1cc(CN(Cc2ccccn2)C[C@@H]2CCC(=O)N2)c(-c2ccccc2F)n1	1.4	-0.02
Cc1ccc(NC(=O)CCS(=O)(=O)c2ccc3nc(C)sc3c2)cc1	-0.8	0.48
CCC(Sc1nccn1C)C(=O)Nc1ccc(Cl)cn1 (stereo not given)	-2.0	-1.6
N#Cc1c2c(c(NCCOCCO)n3c1nc1ccccc13)CCCC2	0.4	1.3
O=c1c(-c2ccccc2)c1-c1ccccc1	·	-2
COC(=O)c1ccccc1N=Nc1c(N)[nH][nH]c1=O	1.1	1.1
NC(=O)Cn1c(S(=O)(=O)Cc2ccccc2)nc2ccccc21	0.2	1.1
COC(=O)c1cc(C(=O)OCC(=O)NCc2cccs2)cc([N+](=O)[O-])c1	-0.3	·
Cn1c(SCC(=O)NC(=O)Cc2ccccc2)nnc1-c1ccc(F)cc1	-1.6	·
COc1cc(NC2=CC(=O)CC(C)(C)C2)cc(OC)c1OC	-0.8	1.2
COc1cc(OC)cc(C(=O)N/N=C(\C)CC(=O)Nc2ccccn2)c1	-1.1	-0.55
CCCCC(C(=O)NC1CCCC1)N(C(=O)c1snc(C(N)=O)c1N)c1ccc(OCC)cc1 (stereo not given)	-0.3	1.1
CCOC(=O)c1sc(NC(=O)c2ccccc2)cc1C	1.2	2.4
Cc1ccc2ncnc(NCCC(=O)O)c2c1	0.4	-0.6
CC1CN(S(=O)(=O)c2ccc(F)cc2)C(C)N1C(=O)N1CCOCC1 (stereo not given)	-0.8	0.28
Cc1cc(C)cc(OCC(=O)OCc2cc([N+](=O)[O-])cc3c2OCOC3)c1	-1.2	·
CCCCSC1(SCCCC)N=C(N)C2(C#N)C(c3ccccc3)NC(C)=CC12C#N (stereo not given)	·	0.98
Cc1ccc(C)c(NC(=O)CCNS(=O)(=O)c2ccc3[nH]c(=O)oc3c2)c1	-1.6	-0.06
O=C(CSCc1ccccc1)N1CCN(C(=O)c2ccco2)CC1	0.1	-1.9
O=C1c2cccc([N+](=O)[O-])c2C(=O)N1c1cccnc1	-1.6	-0.04
COc1ccccc1N1CCN(C2CCCC(C)C2)CC1 (stereo not given)	-1.1	-1.2
COc1ccccc1C(=O)Nc1cccc(S(=O)(=O)N2CCCC2)c1	1.3	-1.9
O=C(NC1CCCC1)C(c1ccccc1)N(C(=O)c1ccno1)c1cccnc1 (stereo not given)	-1.1	0.42
CCOC(=O)C(CC)n1nc(C)n2c(cc3sccc32)c1=O (stereo not given)	-0.1	-0.07
CCn1c(SCC(=O)Nc2ccc(C)cc2)nc(O)cc1=O	-0.2	1.1
COc1ccc(CN2CC(C(=O)NCCC3=CCCCC3)CC2=O)cc1 (stereo not given)	-2.4	1.9
OC(Cn1cncn1)(c1ccc(F)cc1)c1ccc(Cl)cc1 (stereo not given)	-1.7	-1
CCCC(=O)NC(=S)Nc1ccc(S(=O)(=O)N2CCc3ccccc32)cc1	-0.8	-0.41
